Screens: PubChem BioAssay, Sanford-Burnham Center for Chemical Genomics
NR3A LBD binder: modulates the human NR3A ligand-binding domain; 2.5% of 340,000 active; NR3A LBD differential scanning fluorimetry, Tm shift; 0% = protein alone, 100% = glycine-bound protein; Tm shift relative to glycine control, % at 25 µM;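 active = melting temperature shift of at least 10% of the positive control shift, at one fixed dose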
MPTP inh: permeability transition pore inhibition; isolated mouse mitochondria, Ca2+ swelling absorbance, 30 min; inhibition, % at 10 µM; 1.4% of 360,000 active; AID 602449;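 active = inhibition of 50% or more, scaled per plate between neutral and stimulator controls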;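 note: 0% = DMSO wells given calcium and 100% = 1 mM EGTA wells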
SENP7 inh: SENP7 protease inhibition | inhibition, % at 5 µM | AID 434973 | 1.5% of 330,000 active | Q9BQF6 | recombinant SENP7, Z-RLRGG-aminoluciferin luminescence, 40 min;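 active = inhibition above about 50% at the single test dose, limit read from the data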;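 note: plate controls were DMSO with enzyme for no effect and no enzyme buffer wells for full effect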
HKDC1 inhibitor: HKDC1 (human) hexokinase inhibition. Q2TB90. recombinant HKDC1, G6PDH/diaphorase resazurin coupled fluorescence. inhibition, % at 20 µM. 0.16% of 340,000 active;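 active = inhibition above about 35% when tested at 20 µM, limit read from the data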;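 note: plate controls were DMSO wells with enzyme for no effect and DMSO wells lacking enzyme for full effect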
Target sequence (Q2TB90 whole entry, looked up): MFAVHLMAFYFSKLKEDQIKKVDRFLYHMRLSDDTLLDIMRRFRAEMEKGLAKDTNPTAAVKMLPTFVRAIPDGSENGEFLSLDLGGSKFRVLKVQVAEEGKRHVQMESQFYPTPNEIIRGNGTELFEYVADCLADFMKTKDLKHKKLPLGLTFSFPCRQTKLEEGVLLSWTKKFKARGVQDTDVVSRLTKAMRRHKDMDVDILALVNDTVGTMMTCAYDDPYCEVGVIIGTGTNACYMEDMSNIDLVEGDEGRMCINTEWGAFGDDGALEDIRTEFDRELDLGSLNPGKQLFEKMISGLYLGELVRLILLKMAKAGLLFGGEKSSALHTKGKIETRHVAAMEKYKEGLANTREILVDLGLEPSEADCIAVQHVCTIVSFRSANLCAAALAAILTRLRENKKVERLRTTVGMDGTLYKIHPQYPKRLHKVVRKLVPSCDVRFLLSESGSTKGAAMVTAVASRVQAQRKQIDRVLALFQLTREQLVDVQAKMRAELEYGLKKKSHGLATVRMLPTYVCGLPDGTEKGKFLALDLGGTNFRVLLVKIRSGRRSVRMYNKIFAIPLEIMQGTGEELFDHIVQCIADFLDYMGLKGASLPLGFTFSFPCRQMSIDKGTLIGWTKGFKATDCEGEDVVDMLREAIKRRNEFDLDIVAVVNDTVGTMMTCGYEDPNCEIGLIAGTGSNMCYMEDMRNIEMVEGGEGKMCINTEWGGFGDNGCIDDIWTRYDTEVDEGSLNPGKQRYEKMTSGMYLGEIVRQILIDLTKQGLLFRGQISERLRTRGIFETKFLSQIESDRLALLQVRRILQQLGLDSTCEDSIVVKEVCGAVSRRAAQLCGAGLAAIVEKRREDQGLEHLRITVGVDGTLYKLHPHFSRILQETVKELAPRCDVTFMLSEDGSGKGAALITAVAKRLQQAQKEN
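Test system: Recombinant HKDC1 (HK5) hexokinase enzyme, produced in-house | Input: HKDC1 at 5 µg/mL | Buffer or medium: Tris pH 8.0 buffer with MgCl2, Tween-20, BSA, BME | Schedule: 90 min reaction incubation at room temperature, dark | Technique: Resazurin-to-resorufin fluorescence via G6PDH and diaphorase coupling, 525/613 nm | Controls: DMSO wells with and without enzyme mix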
ATG4B inhibitor: ATG4B (human) cysteine protease inhibition; ATG4B cleavage of LC3-PLA2, NBD-HPC fluorescence, 1 h; inhibition, % at 8.33 µM; 0.51% of 340,000 active; in the data active = inhibition above about 40%
PfGluPho inh: PfG6PD (Plasmodium falciparum) enzyme inhibition; PfGluPho enzyme, NADPH resazurin-diaphorase fluorescence; inhibition, % at 20 µM; 0.78% of 350,000 active; AID 504690;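 active = inhibition reaching at least a set limit at 20 µM in the primary screen, cut at about 59% in these data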;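 note: 0% = DMSO wells with substrate and 100% = DMSO wells lacking glucose-6-phosphate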
SENP6 inh: inhibitors of human SENP6 protease; Q9GZR1; Recombinant SENP6 catalytic domain, aminoluciferin luminescence; inhibition, % at 10 µM; 1.8% of 330,000 active; AID 2599;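 active = inhibition above about 50% at the single tested dose, limit read from the data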;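 note: plate controls were DMSO wells with enzyme for no effect and DMSO wells lacking enzyme for full effect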
SENP8 inh: SENP8 (human) protease inhibition; recombinant SENP8, Nedd8 substrate fluorescence; AID 602440; inhibition, % at 20 µM; 0.64% of 360,000 active; in the data active = inhibition mostly above about 40%, no sharp cut-off; inactive = mostly below about 27%
* marks the source's active call; other numbers are inactive results.

1	O=C(Nc1ccccc1)C1CCCN1/C=C/C(=O)C(F)(F)F (stereo not drawn)
2	Cc1cc(C(=O)Nc2sc(C)c(C)c2C#N)c(C)o1
3	O=C(c1cccc(C(=O)N2CCN(c3ncccn3)CC2)c1)N1CCN(c2ncccn2)CC1
4	COc1cccc(C2C(C#N)=C(N)OC(C(C)(C)C)=C2C#N)c1 (stereo not drawn)
5	CCc1ccc(N2CSC3=C(C#N)C(c4cccs4)CC(=O)N3C2)cc1 (stereo not drawn)
6	CC(C)(C)NC(=O)C(=O)NNC(=O)c1ccccc1Br
7	CCCCNC(=S)N(C)/N=C/c1ccc(OCC(=O)Nc2ccc(OC)cc2)c(OC)c1
8	COc1ccc(NS(=O)(=O)c2ccc(OCC(=O)N3CCCC3)cc2)cc1
Screen / compound no.	1	2	3	4	5	6	7	8
SENP6 inh	3	-2	5	0	38	15	-1	-11
NR3A LBD binder	-2	0	0	6	-1	1	0	0
SENP8 inh	8	-10	-14	-2	0	8	19	12
SENP7 inh	-9	-13	1	12	8	3	0	11
MPTP inh	0.2	2.1	-0.1	1.3	2.9	-3.0	7.1	-2.3
PfGluPho inh	-4	-4	4	2	62*	0	6	5
HKDC1 inhibitor	-7	-1	-5	-3	10	-2	-6	-2
ATG4B inhibitor	-8	6	-18	-1	35	-9	-13	8

9	CN1CCC(=NNC(=O)CSc2ccc(Cl)cc2)CC1
10	CC1CCCCC1NC(=O)c1ccc(S(=O)(=O)NNC(=O)c2ccncc2)cc1 (stereo not drawn)
11	CCc1nc(C(N)=O)c2[nH]c(=O)n(-c3ccccc3F)c2n1
12	CCC/C=C1/CCCOC(C(=O)NCc2ccc(S(C)(=O)=O)cc2)(C(F)(F)F)C1 (stereo not drawn)
13	Cc1cnn(CCC(=O)NNC(=S)Nc2ccccc2)c1
14	Cn1nnnc1SCC(=O)Nc1nc2ccccc2s1
15	COC(=O)/C=C1\N/C(=N/c2nc(C)c3cc(OC)ccc3n2)NC1=O
16	CCOC(=O)N1CCC(N2C(=O)c3ccc(C(=O)NCc4ccc(F)cc4)cc3C2=O)CC1
Screen / compound no.	9	10	11	12	13	14	15	16
SENP6 inh	4	-12	-6	-7	-5	14	23	0
NR3A LBD binder	21*	3	1	1	0	-1	-1	2
SENP8 inh	7	17	-436	17	6	5	-110	9
SENP7 inh	3	-4	-3	2	1	0	1	2
MPTP inh	-4.1	0.8	-0.6	-0.4	-2.1	-0.3	2.7	-0.2
PfGluPho inh	-10	16	-6	0	-5	7	32	30
HKDC1 inhibitor	-10	-1	0	-1	-10	-7	13	-1
ATG4B inhibitor	-3	-3	4	-1	7	-7	2	5

17	O=C(COC(=O)c1cncc(Br)c1)NCC1CCCO1 (stereo not drawn)
18	Cc1ccc(CN2CC(C(=O)Nc3ccccc3N3CCCC3)CC2=O)cc1 (stereo not drawn)
19	c1ccc2c3c(c(CN4CCCC4)cc2c1)COC3
20	CCOC(=O)C1=CC[C@H]2c3c(c4ccc(OC)cc4n3C)C(=O)C1N2S(=O)(=O)c1ccc(C)cc1
21	Cc1cc(C)nc(SCC(=O)N/N=C\C(Br)=C\c2ccccc2)n1
22	COc1ccc(N2CCN(C(=O)COCC(=O)O)CC2)cc1
23	Cc1ccc(C)c(N2CCN(C(=O)c3ccc(N4CCOCC4)c([N+](=O)[O-])c3)CC2)c1
24	CCOc1ccc(CCNC(=O)CN2C(=O)NC3(CCCCCC3)C2=O)cc1OCC
Screen / compound no.	17	18	19	20	21	22	23	24
SENP6 inh	-3	-20	-9	14	-3	-14	-5	3
NR3A LBD binder	0	0	-2	-1	0	0	3	3
SENP8 inh	24	16	-32	-249	16	4	15	2
SENP7 inh	4	2	1	-1	2	7	9	-10
MPTP inh	-1.1	0.4	-0.3	0.5	71*	-2.5	1.3	-0.3
PfGluPho inh	-2	-2	-15	-6	-12	-12	15	0
HKDC1 inhibitor	-2	0	1	-1	-2	10	1	-2
ATG4B inhibitor	-7	1	2	-3	-6	5	-11	-2

25	COC(=O)c1cc(NC(=O)c2c(Cl)nc3sccn23)cc(C(=O)OC)c1
26	COc1ccc(/C=C2\SC(=N)N(c3ccc(F)cc3)C2=O)cc1OC
27	C=C(C)c1cccc(C(C)(C)NC(=O)Nc2nnc(C(C)C)s2)c1
28	O=C(NCC(c1ccco1)N1CCCC1)c1ccc(S(=O)(=O)Nc2ccc(F)cc2)cc1 (stereo not drawn)
29	CCCSc1nnc(Cn2c(=O)sc3ccccc32)n1C
30	O=C1/C(=C/c2ccc([N+](=O)[O-])cc2)C=C(c2ccccc2)N1c1ccccc1
31	CC(=O)c1cccc(NC(=O)c2ccc(NS(=O)(=O)c3c(C)noc3C)cc2)c1
32	CCCn1nnnc1NCc1c(F)cccc1Cl
Screen / compound no.	25	26	27	28	29	30	31	32
SENP6 inh	-15	-47	-6	-12	-1	2	-22	2
NR3A LBD binder	4	-1	-2	0	0	1	8	-1
SENP8 inh	8	-92	23	0	14	2	14	12
SENP7 inh	-4	-9	1	9	2	2	7	2
MPTP inh	-4.4	-2.7	2.4	1.6	-2.4	4.9	-1.1	2.9
PfGluPho inh	3	-14	32	-2	0	4	-10	9
HKDC1 inhibitor	4	6	1	1	-3	-8	6	-6
ATG4B inhibitor	14	-5	-13	-8	6	-10	-2	-8

Another view of some results above:
Below each compound: SENP6 inh	NR3A LBD binder	SENP8 inh	SENP7 inh	MPTP inh	PfGluPho inh	HKDC1 inhibitor	ATG4B inhibitor
#7 CCCCNC(=S)N(C)/N=C/c1ccc(OCC(=O)Nc2ccc(OC)cc2)c(OC)c1
→ -1	0	19	0	7.1	6	-6	-13
#1 O=C(Nc1ccccc1)C1CCCN1/C=C/C(=O)C(F)(F)F (stereo not drawn)
→ 3	-2	8	-9	0.2	-4	-7	-8

The list goes on:
33	COc1cccc(NC(=O)CN(C2=NC3CS(=O)(=O)CC3S2)c2cccc(C)c2)c1 (stereo not drawn)
34	O=C(c1ccc(Br)s1)N1CCN(C/C=C/c2ccccc2)CC1
35	Cc1ccc(CN2CCC(CNS(=O)(=O)c3ccc(-c4ccc(=O)[nH]n4)s3)CC2)cc1
36	CC1=C(C(=O)OC(C)C)C(c2cccs2)C(C(=O)OC(C)C)=C(C)N1
37	O=C(NC1CCCCC1)N1CCN(C(=O)c2ccco2)CC1
38	CC1c2cc3c(cc2CCN1C(=O)c1ccc(Br)cc1)OCCCO3 (stereo not drawn)
39	Cc1cc(C)n(-c2ccc(C(=O)Nc3ccc(C)c(S(=O)(=O)N(C)C)c3)cc2)n1
40	CCCc1ccc(C(=O)Cn2nc(C(=O)O)c3ccccc3c2=O)cc1
Screen / compound no.	33	34	35	36	37	38	39	40
SENP6 inh	9	-13	-21	-9	-21	-7	-5	-9
NR3A LBD binder	0	0	-1	-20	-4	3	0	1
SENP8 inh	0	7	-21	-145	15	-5	-4	26
SENP7 inh	8	-2	-19	4	-6	4	-4	-11
MPTP inh	-0.7	-1.3	-0.5	3.7	-1.8	-0.8	36	0.5
PfGluPho inh	17	10	10	20	-13	18	11	0
HKDC1 inhibitor	-8	-7	-2	-1	2	-3	11	-2
ATG4B inhibitor	-21	-8	-1	-10	13	-6	-10	-2

A second format for part of the listing above.
entry	canonical_smiles	SENP6 inh	NR3A LBD binder	SENP8 inh	SENP7 inh	MPTP inh	PfGluPho inh	HKDC1 inhibitor	ATG4B inhibitor
25	COC(=O)c1cc(NC(=O)c2c(Cl)nc3sccn23)cc(C(=O)OC)c1	-15	4	8	-4	-4.4	3	4	14
26	COc1ccc(/C=C2\SC(=N)N(c3ccc(F)cc3)C2=O)cc1OC	-47	-1	-92	-9	-2.7	-14	6	-5
27	C=C(C)c1cccc(C(C)(C)NC(=O)Nc2nnc(C(C)C)s2)c1	-6	-2	23	1	2.4	32	1	-13
28	O=C(NCC(c1ccco1)N1CCCC1)c1ccc(S(=O)(=O)Nc2ccc(F)cc2)cc1 (stereo not drawn)	-12	0	0	9	1.6	-2	1	-8
29	CCCSc1nnc(Cn2c(=O)sc3ccccc32)n1C	-1	0	14	2	-2.4	0	-3	6
30	O=C1/C(=C/c2ccc([N+](=O)[O-])cc2)C=C(c2ccccc2)N1c1ccccc1	2	1	2	2	4.9	4	-8	-10
31	CC(=O)c1cccc(NC(=O)c2ccc(NS(=O)(=O)c3c(C)noc3C)cc2)c1	-22	8	14	7	-1.1	-10	6	-2
32	CCCn1nnnc1NCc1c(F)cccc1Cl	2	-1	12	2	2.9	9	-6	-8
33	COc1cccc(NC(=O)CN(C2=NC3CS(=O)(=O)CC3S2)c2cccc(C)c2)c1 (stereo not drawn)	9	0	0	8	-0.7	17	-8	-21
34	O=C(c1ccc(Br)s1)N1CCN(C/C=C/c2ccccc2)CC1	-13	0	7	-2	-1.3	10	-7	-8
35	Cc1ccc(CN2CCC(CNS(=O)(=O)c3ccc(-c4ccc(=O)[nH]n4)s3)CC2)cc1	-21	-1	-21	-19	-0.5	10	-2	-1
36	CC1=C(C(=O)OC(C)C)C(c2cccs2)C(C(=O)OC(C)C)=C(C)N1	-9	-20	-145	4	3.7	20	-1	-10
37	O=C(NC1CCCCC1)N1CCN(C(=O)c2ccco2)CC1	-21	-4	15	-6	-1.8	-13	2	13
38	CC1c2cc3c(cc2CCN1C(=O)c1ccc(Br)cc1)OCCCO3 (stereo not drawn)	-7	3	-5	4	-0.8	18	-3	-6
39	Cc1cc(C)n(-c2ccc(C(=O)Nc3ccc(C)c(S(=O)(=O)N(C)C)c3)cc2)n1	-5	0	-4	-4	36	11	11	-10

New compounds follow:
41	Cn1c(=O)cc(OCC(=O)NCc2cccs2)c2ccccc21
42	COc1cccc(CNC(=O)COC(=O)c2nn(C)c(=O)c3ccccc23)c1
43	COc1ccc(-c2[nH]c(-c3ccc(C(=O)O)cc3)nc2-c2ccccc2)cc1
44	CCOC(=O)c1c(C)n(-c2ccc(C)cc2)c2ccc(OCC(O)CNCCCO)cc12 (stereo not drawn)
45	Cc1cc(C(=O)OCC(=O)N(C)c2c(N)n(Cc3ccccc3)c(=O)[nH]c2=O)c(C)n1-c1ccccc1
46	CCc1ccc(N2CC(C(=O)Nc3cccnc3)CC2=O)cc1 (stereo not drawn)
47	CCC(C)NC(=O)c1c(C)cc(=O)oc1C (stereo not drawn)
48	Cc1cc(NCCOCCO)n2c(nc3ccccc32)c1C#N
49	Cc1cc([N+](=O)[O-])ccc1NCc1ccc2c(c1)OCCO2
Screen / compound no.	41	42	43	44	45	46	47	48	49
SENP6 inh	-5	0	2	-6	-9	1	-4	-1	16
NR3A LBD binder	-2	1	1	-2	-2	6	4	-3	-4
SENP8 inh	12	12	-230	1	-2	15	12	-306	26
SENP7 inh	-6	-8	-2	0	-4	-1	4	2	-2
MPTP inh	0.5	-0.9	4.5	31	-1.3	-1.0	0.2	0.6	1.3
PfGluPho inh	12	-6	-5	9	2	-4	8	11	-1
HKDC1 inhibitor	15	-1	3	-4	6	1	-14	8	3
ATG4B inhibitor	-8	3	3	12	-12	0	-4	-3	-6
